BH1578 lux ind: induces V. cholerae light production without autoinducers | V. cholerae BH1578 lux reporter, luminescence, 6 h | activation, % at 18.7 µM | actives 0.16% (n = 350,000) | AID 588436; in the data active = activation mostly above about 9.7%, no sharp cut-off; also: not every result past the cut was called active; inactives centre near 0; reference of the scale not given here
Y pestis TopoI: Y. pestis Topo-I inhibition via cleavage products; AID 504884; actives 0.064% (n = 360,000); Y. pestis Topo-I cleavage product accumulation, plate reader; activity, % at 10 µM; in the data active = activity above about 50%, passing the limit was not always enough; also: inactives centre near 2
Anthrax LF inh2: blocks Bacillus anthracis lethal factor protease; multiplex microsphere protease cleavage assay, LF; inhibition, % at 10 µM; actives 0.12% (n = 360,000); P15917; in the data active = inhibition above about 30%; also: plate controls were buffer without enzyme for full effect and enzyme alone for no effect
PfHsp40 rescue: rescue of PfHsp40-mediated yeast toxicity | growth rescue, % at 12.5 µM | S. cerevisiae expressing PfHsp40, growth rescue, ATP luminescence | actives 0.68% (n = 340,000); in the data active = growth rescue above about 28%, passing the limit was not always enough;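 also: yeast W303a lacking pdr1 and pdr3 grown in galactose medium; growth measured after three days at 30 °C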
TcdB inh: blocks C. difficile toxin B glycohydrolase activity; TcdB glycohydrolase enzymatic assay, plate reader; inhibition, % at 9.99 µM; actives 0.24% (n = 350,000); AID 652162; in the data active = inhibition above about 10%
Rv3671c inh: inhibitors of M. tuberculosis serine protease Rv3671c; P9WHR9; inhibition, % at 5.96 µM; actives 0.048% (n = 320,000); in the data active = inhibition above about 38%;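 also: extracellular domain of Rv3671c used as enzyme; 0% = enzyme with DMSO and 100% = no enzyme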
PriA SSB inh: K. pneumoniae PriA-SSBct interaction inhibition; AlphaScreen SSBct-PriA binding, biotinylated peptide; inhibition, % at 33 µM; actives 0.6% (n = 430,000); AID 1272365; in the data active = inhibition mostly above about 37%, no sharp cut-off; inactive = mostly below about 20%;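 also: plate controls were negative control peptide for no effect and reference peptide for full effect; strong numbers were not always called active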
DUSP3 inh: inhibitors of human VHR1 phosphatase (DUSP3) | actives 0.52% (n = 290,000) | recombinant VHR phosphatase, pNPP absorbance | P51452 | inhibition, % at 13.3 µM; in the data active = inhibition above about 50%; also: some compounds called inactive have numbers as strong as hits
SARS 3CLpro inh: SARS-CoV 3CLpro protease inhibition; P0C6X7; inhibition, % at 6 µM; actives 0.14% (n = 290,000); recombinant SARS-CoV 3CLpro, quenched FRET peptide cleavage; in the data active = inhibition above about 12%
MazEF act: increases E. coli MazEF RNase cleavage of RNA. AID 504720. activation, % at 20 µM. P0AE70. FAM/BHQ RNA-DNA oligo cleavage fluorescence, 5 h. actives 0.32% (n = 350,000); in the data active = activation above about 50%
The depositor's hits bear a star; i = inactive; x = no result given; & = joins results of further samples. These rows are one share of the data; rates above refer to the full screens.

SMILES | BH1578 lux ind | Y pestis TopoI | Anthrax LF inh2 | PfHsp40 rescue | TcdB inh | Rv3671c inh | PriA SSB inh | DUSP3 inh | SARS 3CLpro inh | MazEF act
CCN(CC)c1ccc2oc(=O)c(C)nc2c1 | -0.4 | -5.8 | 2.4 | -0.9 | 0.4 | -29.9 | -22.9 | -5.1 | 2.9 | -888.6
N#Cc1ccccc1NC(=O)C1SC(=Nc2ccccc2)C(C(=O)Nc2ccc(Cl)cc2)=C1N (stereo not given) | 2.3 | -4.2 | -4.4 | 8.6 | 0.6 | -60.3 | 2.8 | 29.8 | 1.4 | -4.3
COc1ccc(CC(=O)OCC(=O)NC2CCCC(C)C2C)cc1OC (stereo not given) | -3.2 | 7.8 | -7.3 | -1.2 | 1.1 | 5.0 | -5.3 | x | x | 10.6
COc1ccc(CNC(=O)C2(CC(=O)NC(C)(C)C)CCCC2)cc1 | 0.5 | 0.4 | -7.2 | -2.1 | 0.1 | 5.6 | 4.7 | 8.6 | 1.9 | -2.6
CCOC(=O)c1c(NC(=O)CSc2nnc(C)o2)sc(C)c1C | -4.4 | 11.9 | -5.3 | -0.9 | -5.7 | -10.8 | -11.1 | 3.7 | 7.0 | -1.6
O=C(NCCc1ccco1)C(=O)NCCC1CCCCN1S(=O)(=O)c1ccccc1 (stereo not given) | i | -3.8 | -1.8 | 0.0 | 1.9 | -12.7 | 5.2 | x | x | -0.4
CCOC(=O)CN1C(=O)S/C(=C\c2ccc(-c3ccc(C(=O)O)c(Cl)c3)o2)C1=O | -0.1 | 5.4 | -2.7 | 0.1 | -0.2 | -1.4 | -6.8 | -3.6 | 4.0 | -1.6
CCO[C@H]1OC(C(=O)N2CCN(C)CC2)=C[C@@H](c2csc3ccccc23)[C@@H]1CCCO | i | 15.6 | 1.0 | -1.7 | 1.0 | 6.2 | -0.5 | 34.7 | -0.1 | 0.6
Cc1ccc(S(=O)(=O)NN=C2CCN(Cc3ccccc3)CC2)cc1 | -0.3 | -6.9 | -3.4 | -0.4 | x | -2.1 | 8.2 | -11.3 | 3.2 | 15.3
CCOCC(=O)Nc1cccc(OC)c1 | i | -4.7 | -0.2 | 0.5 | x | -1.5 | -12.0 | 5.1 | -9.6 | -9.3
COc1ccccc1/C=N/Nc1cc(N(C)C)nc(N(C)C)n1 | -0.3 | 0.4 | -0.1 | 1.2 | 1.3 | -12.7 | x | 27.0 | 0.0 | 8.9
c1ccc(-n2cnc3cc(NCc4cccs4)ccc32)cc1 | i | -1.8 | -2.8 | 0.8 | x | 1.4 | 31.7 | 43.5 | 3.2 | 3.4
Cc1ccc(S(=O)(=O)N2CCCN(c3nc4cc(C)ccc4cc3C#N)CC2)cc1 | i | 10.7 | 16.2 | 1.5 | x | -12.7 | -31.6 | 13.2 | -1.6 | -23.4
O=[N+]([O-])c1cccc(C2CC(c3ccccc3)=NN2c2ccccc2)c1 (stereo not given) | -2.0 | 3.8 | -1.0 | -0.7 | 1.3 | 1.8 | 6.7 | -3.5 | -3.2 | 9.4
O=C(NC1CCCc2ccccc21)c1ccc(Br)cc1 (stereo not given) | i | 0.3 | 0.9 | -1.0 | 0.3 | -5.1 | -6.0 | 18.1 | 6.5 | 6.7
NC(=O)CNC1CC(=O)N(CCc2ccccc2)C1=O (stereo not given) | 0.7 | -0.3 | -2.4 | -0.5 | x | -3.6 | -2.1 | -12.5 | 2.2 | 6.0
CC(=O)c1ccc(OCCCC(=O)Nc2cccc(S(=O)(=O)N(C)C)c2)cc1 | i | 3.5 | -0.7 | 2.6 | x | 5.4 | -7.0 | -4.1 | -1.4 | 4.8
CNS(=O)(=O)c1ccc(NC(=O)c2ccc(Cl)cc2Cl)cc1 | -0.3 | 1.1 | -1.3 | 0.8 | 1.2 | -4.0 | -4.8 | 3.5 | -1.6 | 4.6
Cc1cc(NC(=O)CSCC(=O)Nc2nc3c(C)cccc3s2)no1 | -2.5 | 0.7 | -2.4 | 0.2 | 2.1 | -9.8 | -5.2 | x | x | -4.7
O=C(CN1CCN(c2ccccc2O)CC1)Nc1ccc2c(c1)OCCCO2 | i | 7.4 | -5.1 | -1.4 | 0.9 | -7.2 | 11.4 | x | x | 6.7
COC(=O)c1ccc(/C=C2/SC(=S)N(CCC(=O)NCCCN3CCOCC3)C2=O)cc1 | -0.3 | -0.8 | 0.4 | -0.4 | 0.3 | -10.4 | -18.6 | -9.4 | -8.3 | -2.9
COCC(=O)Nc1cc(=O)n(C)c(=O)n1C | -0.2 | -5.0 | 1.0 | -0.1 | 1.4 | -0.1 | -13.0&-17.3 | 23.3 | -1.4 | 6.1
O=S(=O)(NCCSc1ccccn1)c1ccc(Br)cc1 | i | 2.7 | -0.2 | 0.3 | 2.3 | -8.7 | -13.6 | 15.8 | 1.4 | 5.1
Cc1ccc(S(=O)(=O)CCc2nnc(NC(=O)c3cccs3)s2)cc1 | -0.2 | -2.0 | 1.8 | -0.6 | x | -2.6 | -10.6 | 4.3 | 0.1 | -1.8
CNS(=O)(=O)c1c(C)cc(C)c(N(C)S(=O)(=O)c2ccccc2)c1C | 0.6 | 5.6 | -13.3 | -0.5 | 0.8 | -0.7 | 8.8 | 7.3 | -5.7 | 10.3
Cc1ccc(C(=O)NCc2ccco2)cc1S(=O)(=O)N1CCCCC1 | -1.7 | 9.9 | -1.4 | -1.3 | 1.1 | 7.7 | -10.7 | 20.2 | -3.1 | 0.5
COc1cccc(NC(=O)N2CCCC2)c1 | -0.4 | -1.5 | -0.2 | -0.1 | 1.0 | -5.0 | -7.8 | -22.2 | -1.3 | -0.5
CCN(CC(=O)Nc1c(F)cccc1F)C(=O)/C=C/c1ccc(C)o1 | -0.9 | -2.3 | -1.1 | 0.5 | -0.5 | 1.5 | -3.3 | x | x | -2.7
CCOc1nc(NC(=O)NS(=O)(=O)c2ccccc2F)nc(-c2ccccc2)n1 | -0.4 | 1.9 | 1.1 | 0.5 | 0.6 | x | -9.9 | 3.6 | 2.4 | 5.9
Cc1cc([P+](=O)O)c(C)n1-c1ccc(Br)cc1 | i | -7.4 | 1.2 | -0.3 | 0.0 | -2.8 | 0.6 | 7.2 | -2.6 | -4.2
O=C(CN(C(=O)C1CSC(=O)C1)c1ccc(F)cc1)NCc1ccc2c(c1)OCO2 (stereo not given) | -1.8 | 6.7 | 8.0 | 1.4 | -0.1 | -1.0 | -2.0 | 12.5 | 6.3 | 1.4
Cc1ccc(N/C(SCc2ccccc2C)=C(/C#N)C(=O)NCc2ccco2)cc1C | i | 15.3 | -7.1 | -0.2 | x | -11.2 | -6.8 | 17.6 | 2.8 | -7.8
Cn1cc2ccc([N+](=O)[O-])cc2n1 | -0.9 | -1.0 | -3.9 | -1.7 | 1.6 | -3.4 | -10.4 | -3.2 | 1.8 | 0.4
CCc1cc(C(=O)c2ccc(OC)cc2)c(N)s1 | 0.0 | 0.9 | -19.0 | 1.2 | 2.0 | 6.3 | 13.6 | 13.6 | 10.6 | 3.0
CC1CN=C(NC(C)c2ccccc2)S1 (stereo not given) | i | 3.7 | -0.5 | 0.1 | 0.5 | -1.4 | -8.7 | 30.2 | 0.9 | 9.2
CN(C)CCSCc1nnc2n1-c1ccc(Cl)cc1C(c1ccccc1Cl)=NC2 | -0.8 | 0.5 | 7.1 | 1.1 | 0.5 | -0.1 | -3.5 | x | x | 0.5
Cc1ccc(N(CC(=O)Nc2c(C)n(C)n(-c3ccccc3)c2=O)S(C)(=O)=O)cc1C | i | -4.7 | -0.6 | -0.3 | x | -4.9 | -22.6 | -4.7 | 2.9 | 10.0
O=c1c(C(c2ccccc2)c2c(O)sc3ccccc3c2=O)c(O)sc2ccccc12 | 1.7 | 2.0 | -4.8 | -1.2&2.8 | x | -48.7 | -5.5 | 49.2 | 1.1 | -5.5
COc1ccc(C2NC(c3ccc(OC)cc3)C(c3ccccc3)C(=O)C2c2ccccc2)cc1 (stereo not given) | 2.6 | 4.3 | -3.3 | -0.4 | x | -12.0 | 4.2 | 4.0 | 6.1 | 3.3
CCc1nc(NC(=O)c2sc(C)nc2C)sc1C(=O)OC | i | -10.1 | -5.2 | 10.1 | 0.8 | -3.1 | -2.1 | 1.6 | 2.3 | 15.1
O=C1CC(c2ccc(Cl)cc2)CC(=O)C1CS(=O)(=O)c1ccccc1 (stereo not given) | -0.5 | 5.5 | 5.0 | 0.7 | -2.2 | 2.7 | 3.1 | -10.8 | -5.0 | -15.0
NS(=O)(=O)c1ccc(CNC(=O)Cc2ccccc2F)cc1 | 2.6 | 0.5 | -2.8 | 1.3 | 1.0 | -2.1 | -10.1 | 4.7 | 1.1 | 6.3
COc1ccc(-c2nnc(NC(=O)c3cc(C)on3)s2)cc1 | -2.5 | -0.5 | -2.5 | 1.3 | x | 4.6 | -11.2 | 6.2 | -0.7 | -4.5
O=C(Oc1ccccc1C(=O)Oc1ccccc1)c1cccnc1 | -0.4 | 13.7 | -5.2 | 8.9 | x | 5.6 | -27.6 | 27.7 | 1.8 | 3.4
CCOC(=O)C1=C(C)Nc2ccccc2N=C1NC(=O)C(CC)c1ccccc1 (stereo not given) | 0.0 | -7.9 | 1.3 | -0.1 | -8.8 | -7.1 | -18.9 | -7.9 | 0.7 | 3.9
CCOC(=O)N1CCN(C(=O)CC(=O)Nc2ccc3nc4n(c(=O)c3c2)CCCCC4)CC1 | i | -1.8 | -6.6 | -0.8 | x | 4.8 | 29.8 | 21.8 | 1.3 | -0.4
Cn1c(SCC(=O)Nc2ccc3c(c2)OCCO3)nnc1-c1cccnc1 | -0.5 | -7.3 | -5.4 | -1.5 | 2.2 | 3.3 | 1.1 | x | x | 7.4
COc1cccc(-c2cc(C(=O)Nc3c(C)n(C)n(-c4ccccc4)c3=O)no2)c1 | i | 3.0 | -0.1 | -1.0 | x | 4.1 | 5.8 | -6.4 | -1.6 | -4.1
O=C(Nc1ccccc1)c1nc[nH]c1C(=O)NCCCCNC(=O)c1[nH]cnc1C(=O)Nc1ccccc1 | i | 5.0 | 1.7 | 2.0 | 1.0 | -4.6 | 8.2 | x | x | -16.4
COc1ccc(OCC(=O)NNC(=S)NC(=O)C2CCCCC2)cc1 | 0.0 | 6.8 | -1.9 | 345.8* | 0.4 | -6.3 | x | -7.8 | 2.4 | x

Other results follow.
SMILES | BH1578 lux ind | Y pestis TopoI | Anthrax LF inh2 | PfHsp40 rescue | TcdB inh | Rv3671c inh | PriA SSB inh | DUSP3 inh | SARS 3CLpro inh | MazEF act
CC(C)(C)OC(=O)N1CCC(c2c(C(=O)O)cnn2-c2ccccc2Cl)CC1 | -0.2 | 6.4 | -3.5 | -0.3 | x | -2.6 | -17.1 | 22.1 | 1.2 | 2.4
Cc1ccoc1C(=O)Nc1cccc2ccccc12 | -0.5 | -3.5 | -17.1 | 0.2 | -0.1 | x | -0.7 | 7.4 | -3.6 | 1.3
O=C(CCC(=O)N(CC(=O)NC1CCCC1)Cc1ccccc1)Nc1nccs1 | i | 0.4 | 3.5 | -0.2 | 0.2 | 3.7 | -5.9 | 30.6 | 0.7 | 3.1
O=C(CCN1C(=O)c2ccccc2C1=O)OCn1nnc2ccccc2c1=O | -0.3 | -4.7 | 1.0 | -0.3 | x | -16.1 | 0.3 | 6.4 | -4.8 | -2.2
CCOc1ccc(CNC(=S)NCc2ccc(OCC)cc2)cc1 | 1.1 | -7.9 | 1.0 | -1.0 | 0.6 | 1.8 | -6.7 | -0.3 | 2.8 | -5.3
CCCCN(C(=O)CCC(=O)Nc1cc(C)on1)C(C(=O)NC1CCCC1)c1ccc(F)cc1 (stereo not given) | -0.3 | 13.5 | 7.2 | -1.1 | 3.1 | 3.4 | -14.2 | -2.7 | 8.0 | -0.8

Compound activity (PubChem BioAssay)
